GSH fluor: compound fluoresces at 488/530 nm on GSH beads | GSH beads flow cytometry, compound fluorescence 488/530 nm; hits give high values | fluorescence (KMESF) at 10 µM | actives 0.25% (n = 190,000); in the data active means fluorescence above about 89;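 further: glutathione beads carrying GST-tagged Bcl family fusion proteins plus one bare bead set; values are compound well signal with DMSO vehicle wells as background; inactives centre near 16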
Bim-Bcl-XL: disrupts Bim peptide binding to human Bcl-XL | Q07817 | bead flow cytometry, fluorescence | actives 0.04% (n = 190,000) | AID 1007 | inhibition, % at 10 µM
Target sequence (Q07817 whole entry, looked up): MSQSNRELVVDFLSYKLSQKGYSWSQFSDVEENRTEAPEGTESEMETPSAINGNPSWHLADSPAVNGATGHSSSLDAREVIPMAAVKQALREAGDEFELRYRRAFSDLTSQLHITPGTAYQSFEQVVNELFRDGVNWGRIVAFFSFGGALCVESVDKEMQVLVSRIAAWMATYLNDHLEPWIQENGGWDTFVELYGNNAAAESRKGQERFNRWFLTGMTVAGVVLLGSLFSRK
RGS8-Gao: regulators of human RGS8-Galphao interaction; multiplexed bead flow cytometry, RGS8-Galphao binding; actives lie on both sides; response (percent of control binding), % at 10 µM; actives 0.34% (n = 220,000); in the data active means response below about 60% or above about 140%; inactive means in between;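 further: Galphao activated as the GDP aluminium fluoride complex binding bead-coupled RGS8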
Target sequence (P09471 whole entry, looked up): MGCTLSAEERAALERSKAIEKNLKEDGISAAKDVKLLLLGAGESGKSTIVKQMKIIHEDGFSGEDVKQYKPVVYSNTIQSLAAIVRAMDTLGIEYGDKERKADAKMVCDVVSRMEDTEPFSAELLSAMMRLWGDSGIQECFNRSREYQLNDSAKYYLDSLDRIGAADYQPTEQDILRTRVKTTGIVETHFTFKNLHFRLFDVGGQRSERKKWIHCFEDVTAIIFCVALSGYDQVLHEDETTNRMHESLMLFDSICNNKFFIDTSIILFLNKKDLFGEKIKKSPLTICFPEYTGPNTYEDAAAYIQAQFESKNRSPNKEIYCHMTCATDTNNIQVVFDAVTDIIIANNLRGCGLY
Bim-Bcl-2: inhibitors of Bim-Bcl-2 interaction, human; actives 0.06% (n = 190,000); Bead-based flow cytometry, Bim peptide-Bcl-2 binding; inhibition, % at 10 µM; P10415; AID 950; in the data active means inhibition above about 40%; inconclusive means no clear call, values can overlap the other calls;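 further: 0% = no compound wells with probe peptide and 100% = reference peptide inhibitor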
Bim-Bcl-W: disrupts Bim peptide binding to human Bcl-W; AID 952; inhibition, % at 10 µM; Q92843; bead-based flow cytometry; actives 0.02% (n = 190,000);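 further: 0% = bound tracer without compound and 100% = peptide blocker; higher means less fluorescent Bim peptide bound to Bcl-W beads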
RGS4-Gao reg: modulates binding of RGS4 to human Galphao; actives 0.33% (n = 220,000); binding response (% of control), % at 10 µM; Multiplexed bead flow cytometry; actives lie on both sides; P09471; AID 1415; in the data active means binding response below about 49% or above about 150%; inactive means in between;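 further: fluorescent Galphao activated with aluminum fluoride binding bead-coupled RGS4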
Bim-Bcl-B: human Bim-Bcl-B interaction inhibition. bead-based flow cytometry, Bim peptide-Bcl-B binding. inhibition, % at 10 µM. actives 0.073% (n = 190,000);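 further: 0% = tracer peptide without compound and 100% = reference inhibitor peptide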
Target sequence (Q9HD36 whole entry, looked up): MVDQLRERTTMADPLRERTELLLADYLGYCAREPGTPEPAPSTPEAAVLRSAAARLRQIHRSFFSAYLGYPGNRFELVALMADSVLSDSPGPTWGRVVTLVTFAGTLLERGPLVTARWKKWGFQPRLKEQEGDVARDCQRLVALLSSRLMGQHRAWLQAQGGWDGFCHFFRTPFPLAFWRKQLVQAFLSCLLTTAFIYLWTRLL
RGS7-Gao: modulates binding of RGS7 to human Galphao; binding response (% of control), % at 10 µM; actives 0.35% (n = 220,000); Multiplexed bead flow cytometry; actives lie on both sides; AID 1439; in the data active means binding response below about 49% or above about 150%; inconclusive means no clear call, values can overlap the other calls; inactive means in between;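 further: fluorescent Galphao held in activated GDP-AlF4 state binding bead-coupled RGS7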
Bfl-1 Bim block: disrupts Bim binding to human Bfl-1 | AID 1008 | Q16548 | Bead-based flow cytometry, Bim-Bfl-1 binding inhibition | actives 0.12% (n = 190,000) | inhibition, % at 10 µM;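 further: 0% = wells without compound plus tracer and 100% = blocker peptide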
ABCB1 inh: inhibitors of human ABCB1 transporter, ABCG2 counter-screen. CCRF-Adr cells, JC-1 efflux, flow cytometry. inhibition, % at 6.6 µM. actives 0.067% (n = 190,000); in the data active means inhibition above about 40%;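 further: 0% = vehicle and 100% = reference inhibitor; higher value means more JC-1 retained so stronger ABCB1 efflux block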
ABCG2 inh: inhibitors of human ABCG2 transporter, ABCB1 counter-screen | inhibition, % at 6.6 µM | IgMXP3 cells, JC-1 efflux, flow cytometry | actives 0.1% (n = 190,000);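 active means inhibition above 80%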;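 further: 0% = DMSO and 100% = nicardipine control wells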
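Test system: IgMXP3 cells (ABCG2) mixed with DDAO far-red-labelled CCRF-Adr cells (ABCB1). Reagent: JC-1 transporter substrate. Compound dosing: single test compound dose, 6.6 µM final. Times: 10 min compound exposure, 25 °C. Detection: flow cytometry of retained JC-1 fluorescence. Read-out basis: efflux inhibition in percent versus controls. Controls: nicardipine and DMSO wells.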
Numbers without * were called inactive; u = inconclusive. Unless noted, no stated cut-off is given here; in the data, active means inhibition above about 40%.

cpd	molecule	GSH fluor	Bim-Bcl-XL	RGS8-Gao	Bim-Bcl-2	Bim-Bcl-W	RGS4-Gao reg	Bim-Bcl-B	RGS7-Gao	Bfl-1 Bim block	ABCB1 inh	ABCG2 inh
1	CCn1cc(C(=O)NCC2CCCO2)c(=O)c2cc(S(=O)(=O)N(C)C)ccc21 (configuration not stated)	14	-10	99	-8	-5	101	-13	100	-15	0.6	3
2	Cc1nc(CNS(=O)(=O)c2ccc3ccccc3c2)cs1	14	-11	102	-5	-6	105	-9	102	-12	0.6	2
3	CCOC(=O)C(NC(=O)c1ccccc1)(Nc1cccc(C)n1)C(F)(F)F (configuration not stated)	20	-3	105	-4	-3	106	-5	103	-4	0.9	9
4	c1ccc(-c2nc(N3CCNCC3)nc3ccccc23)cc1	41	-11	120	0	-4	116	-3	116	-7	0.0	-1
5	CCOc1ccc(Oc2ccc(Cl)cc2NC(=O)CCNC(C)=O)cc1	10	0	101	-2	0	105	-4	106	-3	1.5	12
6	CCOc1cc(C(=O)Nc2cc(C)ccn2)cc(OCC)c1OCC	14	1	92	0	0	94	2	86	0	0.8	4
7	COc1cc(C(=O)N2CCC(c3nc(-c4cccnc4)no3)CC2)cc(OC)c1OC	9	-4	110	-2	-2	110	-4	111	-5	0.1	-1
8	O=[N+]([O-])c1cccc(/C=N/Nc2nc(NCc3ccccc3)nc(N3CCOCC3)n2)c1	4	-6	101	-2	-2	99	-5	100	0	0.8	16
9	Cc1nn(C(=O)CNS(=O)(=O)c2ccccc2)c(C)c1Sc1ccc(Cl)cc1	10	-5	101	-9	-4	101	-6	101	-14	-1.1	-7
10	O=C(COc1ccc(Br)cc1)N/N=C1\SCC(=O)N1c1ccc(F)cc1	11	-6	100	-7	-4	100	-10	101	-4	0.3	8
11	CCN1C(=O)C2(/C(=C(\O)c3ccc4c(c3)OCCO4)C(=O)C(=O)N2CCCOC)c2ccccc21 (configuration not stated)	15	-5	102	-6	-9	101	-9	100	-9	0.0	0
12	COc1cccc(-c2nn(-c3ccccc3)cc2C(=O)n2nnc3ccccc32)c1	16	-3	102	-5	1	102	-5	105	-9	0.4	2
13	C=C(C)Cn1c(-c2cccc([N+](=O)[O-])c2)n[nH]c1=S	18	-12	97	-6	-7	98	-27	103	0	-0.5	3
14	O=C(c1ccc(Cl)cc1)[C@@H]1[C@@H]2C(=O)N(c3ccc(Cl)cc3)C(=O)[C@@H]2C2c3ccccc3C=NN21 (some centres not stated)	9	-2	108	-9	-2	104	-6	107	3	0.9	1
15	CCCCc1n[nH]c2c1/C(=N/O)CC(c1ccccc1)C2 (configuration not stated)	18	-1	101	6	-2	103	0	103	-1	0.4	4
16	CCOC(=O)C1(Cc2ccccc2)CCN(Cc2cccc3nccnc23)CC1	9	-2	101	0	0	101	-3	101	-6	1.4	1
17	CCOc1ccc(OCCCCn2cnc3ccccc3c2=O)cc1	14	0	100	0	0	102	0	u	-4	0.6	6
18	O=C(Cc1ccccc1)Nc1ccc(C(=O)O)cc1	21	-2	104	-1	0	98	-6	104	-1	0.8	-1
19	CCc1ccc(C2C(C#N)=C(N)Oc3n[nH]c(CC(=O)OC)c32)cc1 (configuration not stated)	17	-7	104	-4	-4	102	-9	101	-4	-0.3	0
20	CC(=O)Nc1cc(C(=O)NCc2ccco2)ccc1Sc1ccc(C)cc1	4	-1	101	1	0	104	-4	98	0	1.1	30
21	CCCc1cc(=O)[nH]c(SCC(=O)c2ccc3c(c2)OCCO3)n1	9	-4	101	2	-2	103	-3	98	0	0.3	40
22	CC(C)c1cccc(C(C)C)c1NC(=O)COC(=O)[C@H](C)NC(N)=O	13	0	99	2	0	97	-2	96	-4	0.4	2
23	Cc1cc(C)nc(Nc2n[nH]c(Cc3ccccc3)n2)n1	68	-1	105	1	-1	107	-2	109	-1	2.5	16
24	Cc1ccc(C(=O)NCCc2cccs2)cc1	15	-1	103	0	-3	105	0	u	-5	0.6	5
25	Cc1c(NC(=O)CSc2cccc3cccnc23)c(=O)n(-c2ccccc2)n1C	23	-8	115	-7	-3	106	-23	118	-3	-0.5	9
26	N#CC1=C2SCN(Cc3ccccc3)CN2C(=O)CC1c1ccccc1F (configuration not stated)	10	-8	86	-8	-2	100	-32	116	21	0.5	1
27	Cn1nnnc1SCC(=O)Nc1ccc2c(c1)OCCO2	19	0	99	-1	3	98	-2	u	-2	0.9	10
28	COc1ccc(C(=O)COC(=O)CNC(=O)c2ccc(OC)cc2)cc1	13	-3	102	0	2	103	-1	u	-2	0.8	6
29	CN(c1cc(=O)n2ccccc2n1)C1CCCCC1	4	-5	100	-2	-3	108	-4	108	-2	1.4	5
30	O=C(COC(=O)c1cccc(NS(=O)(=O)c2ccc(F)c(F)c2)c1)NC(=O)NC1CCCC1	11	0	100	-3	-5	102	-3	101	-3	0.3	16
31	O=C(NCCCn1ccnc1)C(=O)NCC1OCCN1S(=O)(=O)c1ccc(Br)cc1 (configuration not stated)	10	-4	100	-1	0	98	-3	98	-4	0.4	0
32	COc1ccc(-c2[nH]c(-c3ccc4c(c3)OCO4)nc2-c2ccccc2)cc1	8	-4	105	-2	0	105	-2	103	-2	0.2	1
33	O=C(Oc1cccc(NC(=O)c2ccccc2Cl)c1)c1ccc([N+](=O)[O-])cc1	12	-7	102	-10	-1	98	-10	102	-11	1.2	50
34	COC(=O)c1ccccc1NC(=O)C1CCCN(S(C)(=O)=O)C1 (configuration not stated)	15	-6	99	-11	-2	97	-12	96	-13	-1.7	0
35	CC(C)(C)C(=O)/C=c1\[nH]c(=O)/c(=C\c2ccccc2F)s1	12	0	100	1	1	101	0	u	-3	-0.4	2
36	CCOC(=O)Nc1ccc(NC(=O)OCC)cc1	46	2	98	-3	5	98	-6	101	-7	0.3	2
37	COCCCNC(=O)CCn1c(=O)c2ccccc2n(CC(=O)Nc2cc(Cl)ccc2C)c1=O	36	0	105	-4	-1	104	-6	109	-9	0.3	1
38	Cn1c(NC(=O)Cc2cccc3ccccc23)cc(=O)n(C)c1=O	30	0	111	3	2	108	-4	106	-1	-0.1	0
39	O=C(NCCc1nnc2ccc(NCC3CCCO3)nn12)c1ccccc1 (configuration not stated)	11	0	100	-1	-3	101	-4	98	-4	-0.1	1
40	COC(=O)C(Cc1cnc(Cl)s1)(C(=O)OC)c1ccc(C(F)(F)F)cc1[N+](=O)[O-]	11	-2	101	-9	0	97	-9	102	-10	0.9	4
41	CCc1cccc2c(C(=O)CSc3nnc(-c4ccncc4)n3C)c[nH]c12	21	-4	96	3	-2	98	-16	98	3	-4.5	-11
42	O=C(C(Cc1ccccc1)N1C(=O)c2ccccc2C1=O)N1CCc2ccccc21 (configuration not stated)	20	-2	101	1	0	101	-3	100	-1	0.6	-6
43	COc1ccc(C(=O)Nc2c(N)nc(SCC(=O)N3CCCCCC3)[nH]c2=O)cc1OC	27	-4	101	-7	1	104	-8	101	-9	0.2	2
44	CCCC(=O)NC(Nc1cc(C(F)(F)F)ccc1Cl)C(Cl)(Cl)Cl (configuration not stated)	27	-3	103	-10	-2	101	-9	97	-17	2.1	13
45	Oc1nc(-c2ccc(Cl)cc2)n2ccncc12	8	0	101	-2	3	100	0	95	-1	-0.3	1
46	Cc1cc(NC(=O)c2oc3ccccc3c2C)ccc1-n1cnnn1	37	-10	99	-15	-2	97	-12	97	-15	1.8	13
47	COc1ccccc1C/C(N)=N/OC(=O)COc1ccccc1C	16	0	105	-1	-1	103	-2	110	-3	0.7	3
48	COc1ccc(Cc2nc(-c3ccc(-n4cccc4)cc3)no2)cc1OC	18	0	103	-2	0	102	-4	101	-6	0.6	3
49	CCC1(CC)NC(=O)N(CC(=O)OCC(=O)Nc2cc(C)ccc2C)C1=O	45	0	102	-10	2	102	-5	103	-11	0.3	1

Retrieved by compound from above (2):
cpd	molecule	GSH fluor	Bim-Bcl-XL	RGS8-Gao	Bim-Bcl-2	Bim-Bcl-W	RGS4-Gao reg	Bim-Bcl-B	RGS7-Gao	Bfl-1 Bim block	ABCB1 inh	ABCG2 inh
17	CCOc1ccc(OCCCCn2cnc3ccccc3c2=O)cc1	14	0	100	0	0	102	0	u	-4	0.6	6
36	CCOC(=O)Nc1ccc(NC(=O)OCC)cc1	46	2	98	-3	5	98	-6	101	-7	0.3	2

Compound profiles, as listed above. Values in the order: GSH fluor | Bim-Bcl-XL | RGS8-Gao | Bim-Bcl-2 | Bim-Bcl-W | RGS4-Gao reg | Bim-Bcl-B | RGS7-Gao | Bfl-1 Bim block | ABCB1 inh | ABCG2 inh
Oc1nc(-c2ccc(Cl)cc2)n2ccncc12 is entered as 8 | 0 | 101 | -2 | 3 | 100 | 0 | 95 | -1 | -0.3 | 1
COc1ccccc1C/C(N)=N/OC(=O)COc1ccccc1C is entered as 16 | 0 | 105 | -1 | -1 | 103 | -2 | 110 | -3 | 0.7 | 3
Cc1ccc(C(=O)NCCc2cccs2)cc1 is entered as 15 | -1 | 103 | 0 | -3 | 105 | 0 | u | -5 | 0.6 | 5
COc1cc(C(=O)N2CCC(c3nc(-c4cccnc4)no3)CC2)cc(OC)c1OC is entered as 9 | -4 | 110 | -2 | -2 | 110 | -4 | 111 | -5 | 0.1 | -1
